# POLH inh: qHTS for Inhibitors of Polymerase Eta | AID 588591, 2011 | 1.2% of 390,000 active | Potency, µM (doses to about 114 µM), inactives show at the highest dose activity change, negative = inhibition, hits mostly inhibitors | recombinant Pol eta, fluorescent DNA replication assay | DNA polymerase eta (Homo sapiens), Q9Y253; note: % is set by controls: 0 for no effect and ±100 for the full control effect
# Target sequence (Q9Y253 whole entry, looked up): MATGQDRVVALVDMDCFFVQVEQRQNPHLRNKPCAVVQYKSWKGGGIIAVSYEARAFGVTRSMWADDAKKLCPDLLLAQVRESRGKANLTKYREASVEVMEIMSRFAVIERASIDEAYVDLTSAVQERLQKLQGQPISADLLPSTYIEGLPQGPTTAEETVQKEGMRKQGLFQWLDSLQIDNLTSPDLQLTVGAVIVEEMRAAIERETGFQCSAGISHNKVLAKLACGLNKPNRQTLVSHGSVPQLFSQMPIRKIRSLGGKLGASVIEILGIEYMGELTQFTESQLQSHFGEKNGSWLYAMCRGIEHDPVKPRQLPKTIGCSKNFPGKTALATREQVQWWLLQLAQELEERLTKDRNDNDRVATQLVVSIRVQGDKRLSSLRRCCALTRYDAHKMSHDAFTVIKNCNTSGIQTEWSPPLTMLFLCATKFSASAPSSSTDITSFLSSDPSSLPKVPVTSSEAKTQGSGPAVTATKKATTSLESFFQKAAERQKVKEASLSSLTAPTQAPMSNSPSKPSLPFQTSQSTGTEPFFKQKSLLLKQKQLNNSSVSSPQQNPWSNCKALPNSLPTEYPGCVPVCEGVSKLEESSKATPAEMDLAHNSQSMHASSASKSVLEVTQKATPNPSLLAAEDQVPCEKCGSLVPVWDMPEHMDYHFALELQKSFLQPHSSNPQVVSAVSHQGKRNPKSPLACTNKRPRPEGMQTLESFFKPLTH
#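 Pol eta at 10 nM preincubated with compounds 15 min at room temperature; reaction started with fluorescent substrate (50 nM final) and read kinetically at 0 and 10 min.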
# Pol beta inh: qHTS Assay for Inhibitors of DNA Polymerase Beta | Potency, µM (series often up to 114 µM), inactives show at the top dose activity change, negative = inhibition, usual class: inhibitors | AID 485314, 2010 | 1.3% of 340,000 active | Pol beta primer extension/strand displacement, fluorescence kinetic; note: % is set by controls: 0 for no effect and ±100 for the full control effect
#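 Curves were derived by four-parameter Hill fits of normalized qHTS data. The kinetic fluorescent primer-extension read was taken at 0 and 10 min after 50 nM substrate, following a 15 min room-temperature preincubation of 10 nM enzyme with compounds.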
# G9a block: qHTS Assay for Inhibitors of Histone Lysine Methyltransferase G9a | AID 504332, 2011 | 8.8% of 350,000 active | Potency, µM (titrated, usually from 102 µM), for inactives: at the top dose activity, negative = inhibition, most hits filed as inhibitors | G9a H3K9 monomethylation, AlphaScreen, 2 h; note: % is set by controls: 0 for no effect and ±100 for the full control effect; nearly all actives have a fitted effect of over 75% in size
#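 Using a bead-based AlphaScreen, monomethylated H3K9 product from 2 h room-temperature reactions (G9a 20 nM, peptide 500 nM, SAM 20 uM) was detected with 0.5 ug/mL rabbit anti-H3K9me1 antibody.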
# BLM inh: qHTS Assay for Inhibitors of Bloom's syndrome helicase (BLM) | recombinant BLM DNA unwinding, fluorescence dequenching | Potency, µM (titrated, usually from 56.1 µM), for inactives: at the highest dose activity change, negative = inhibition, most hits filed as inhibitors | 0.2% of 350,000 active | RecQ-like DNA helicase BLM (Homo sapiens), P54132 | AID 2528, 2010;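 note: plate controls were vehicle for no effect and no enzyme for full effect; nearly all actives have a fitted effect of over 35% in size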
# Anesthetic bind: qHTS Assay for Identification of Novel General Anesthetics. apoferritin/1-aminoanthracene competitive binding, fluorescence. Potency, µM (series often up to 77.5 µM), without a hit: at the highest dose activity change, negative = displacement, actives largely listed as inhibitors. 0.074% of 350,000 active; note: % is set by controls: 0 for no effect and ±100 for the full control effect; nearly all actives have a fitted effect of over 20% in size
# Target sequence (P02791 2-175 limits assumed): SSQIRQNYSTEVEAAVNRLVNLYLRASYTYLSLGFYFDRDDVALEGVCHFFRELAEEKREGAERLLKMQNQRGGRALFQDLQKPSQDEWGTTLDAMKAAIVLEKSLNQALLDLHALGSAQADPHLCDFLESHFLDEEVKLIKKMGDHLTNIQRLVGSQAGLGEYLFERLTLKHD
#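 Horse-spleen apoferritin (10 uM) was mixed with 50% saturated 1-aminoanthracene in PBS, exposed to compounds for 10 min at room temperature, and read for fluorescence (ex 380 nm, em 535 nm). Competitive displacement was fitted with a four-parameter Hill equation.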
# POLI inh: qHTS for Inhibitors of Polymerase Iota; DNA polymerase iota (Homo sapiens), Q9UNA4; Pol iota fluorescent replication assay, 10 min; Potency, µM (top dose mostly 115 µM), inactives show at the highest dose activity, negative = inhibition, actives largely listed as inhibitors; 1% of 390,000 active; AID 588590, 2011
#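 Pol iota at 10 nM preincubated 15 min with compounds at room temperature; reaction started with fluorescent substrate, 50 nM final. Fluorescence read kinetically at 0 and 10 min; buffer-only wells as negative control.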
# Pol kappa inh: qHTS for Inhibitors of Polymerase Kappa. DNA polymerase kappa (Homo sapiens), Q9UBT6. purified Pol kappa, fluorescent DNA synthesis assay, 10 min. Potency, µM (highest dose often 107 µM), inactives show at the highest dose activity, negative = inhibition, usual class: inhibitors. 0.53% of 400,000 active; note: % is set by controls: 0 for no effect and ±100 for the full control effect
#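 50 nM final substrate added after 15 min RT preincubation of 10 nM Pol kappa with compound; fluorescence read at 0 and 10 min.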
# BAZ2B block: qHTS Assay for Inhibitors of BAZ2B | AlphaScreen BAZ2B-H3K14Ac peptide displacement | AID 504333, 2011 | Bromodomain adjacent to zinc finger domain protein 2B (Homo sapiens), Q9UIF8 | Potency, µM (series often up to 114 µM), without a hit: at the top dose activity change, negative = inhibition, hits mostly inhibitors | 4.4% of 360,000 active; note: % is set by controls: 0 for no effect and ±100 for the full control effect; nearly all actives have a fitted effect of over 60% in size
#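 Multi-concentration screen (max 110 uM) measuring displacement of acetylated histone H3 peptide from BAZ2B by AlphaScreen, using 50 nM protein, 50 nM peptide and 10 ug/mL streptavidin donor plus Ni-chelate acceptor beads.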
# APEX1 inh: qHTS Assay for Inhibitors of the Human Apurinic/apyrimidinic Endonuclease 1 (APE1); 0.35% of 350,000 active; Potency, µM (doses to about 65.8 µM), for inactives: at the highest dose activity change, negative = inhibition, most hits filed as inhibitors; recombinant APE1, TAMRA/BHQ-2 abasic DNA cleavage fluorescence; DNA repair nuclease/redox regulator APEX1 (Homo sapiens), P27695;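 note: plate controls were vehicle for no effect and reference inhibitor for full effect; nearly all actives have a fitted effect of over 55% in size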
#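 Measures dequenching upon AP-site incision of a 5'-TAMRA/3'-BHQ-2 THF-containing duplex, 50 nM; human APE1 0.75 nM after 15 min room-temperature exposure to compound; kinetic three-point read at one-minute spacing.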
# The depositor's hits bear a star; ? = inconclusive; / = not tested or not shown; & = joins results of further samples; [ ] = dose if it differs, or a comment. Calls come from the whole dose curve; as a rule, active = well fitted curve in the direction sought with a large enough effect; inconclusive = small, poorly fitted or top-dose-only effect, or another doubt; inactive = no such curve, though single readings can be large; an effect the other way counts as inactive or inconclusive. Potency is the fitted concentration of half-maximal effect. Only part of the results is shown. The share of hits here may be higher or lower than overall.
# Short forms: A = POLH inh; B = Pol beta inh; C = G9a block; D = BLM inh; E = Anesthetic bind; F = POLI inh; G = Pol kappa inh; H = BAZ2B block; I = APEX1 inh
c1ccc(-c2noc(CN3CCCC(OCc4ccccn4)C3)n2)cc1 (stereo unspecified)
  A: -11% | B: 39% | C: / | D: -1% | E: -6% | F: 4% | G: 12% | H: -1% | I: 14%

CCN1C(=O)/C(=C2\Sc3ccccc3N2CC)OC1=S
  A: 0% | B: 10% | C: 7% | D: -2% | E: 4% | F: 31%[activator] | G: -19% | H: 9% | I: -8%

O=C(Nc1ccccc1-c1ccccc1)c1ccccc1Br
  A: -14% | B: -3% | C: 71%[activator] | D: -3% | E: -5% | F: -16% | G: 8% | H: 4% | I: 29%

Cc1ccc(S(=O)(=O)N(C)C)cc1NC(=S)NC(C)CCC(C)C (stereo unspecified)
  A: -23% | B: 11% | C: 19% | D: -2% | E: -18% | F: -9% | G: -2% | H: -25% | I: -7%

CC(=O)Nc1cc(C(=O)Nc2ccc3c(c2)N(C)C(=O)c2ccccc2S3)ccc1C
  A: -15% | B: 19% | C: 4%[59 µM] | D: 1% | E: -11% | F: 33%[activator] | G: -3%[60.1 µM] | H: 0% | I: /

CCN(CCCNC(=O)c1nn(C)c2c1CS(=O)(=O)c1ccccc1-2)Cc1ccccc1
  A: 8% | B: 15% | C: 20% | D: -8% | E: -9% | F: 3% | G: -9% | H: -38% | I: 10%

O=[N+]([O-])c1cccc(P(=O)(O)c2cccc([N+](=O)[O-])c2)c1
  A: -1% | B: 5% | C: ? | D: 0% | E: 9% | F: 2% | G: -15% | H: -10% | I: 1%

COc1ccc(-n2nccc2-c2nn(-c3cccc(OC)c3)c(=O)n(C)c2=O)cc1
  A: -12% | B: -1% | C: -5% | D: -6% | E: -17% | F: -5% | G: -15% | H: 3% | I: 4%

CCC(C)C1Nc2ccc(C(=O)NCc3ccc4c(c3)OCO4)cc2NC1=O (stereo unspecified)
  A: -6% | B: 49% | C: 4% | D: 2% | E: -11% | F: 3% | G: -6% | H: -7% | I: -8%

COc1cccc(-n2cc(C(=O)Oc3cccc(C(F)(F)F)c3)c3ccccc3c2=O)c1
  A: -19% | B: -5% | C: 49%[59 µM] | D: -3% | E: 41%[activator] | F: 4% | G: -12%[60.1 µM] | H: -2% | I: /

# Only BLM inh and APEX1 inh (2 entries from above):
mol,BLM inh,APEX1 inh
Cc1ccc(S(=O)(=O)N(C)C)cc1NC(=S)NC(C)CCC(C)C (stereo unspecified),-2%,-7%
O=C(Nc1ccccc1-c1ccccc1)c1ccccc1Br,-3%,29%

# New compounds follow.
# Short forms: A = POLH inh; B = Pol beta inh; C = G9a block; D = BLM inh; E = Anesthetic bind; F = POLI inh; G = Pol kappa inh; H = BAZ2B block; I = APEX1 inh
CC1(C)CC(NC(=O)C23CCC(C)(C(=O)C2)C3(C)C)CC(C)(C)N1 (stereo unspecified)
  A: 2% | B: -9% | C: -4% | D: -2% | E: -7% | F: 14% | G: -11% | H: -2% | I: -9%

Cc1ccc(C(=O)C(C)OC(=O)CCN=C2NS(=O)(=O)c3ccccc32)cc1 (stereo unspecified)
  A: -12% | B: / | C: ? | D: / | E: / | F: 12% | G: -1% | H: -6% | I: 34%

Nc1ncnc2c1c(I)cn2C1OC(CO)C(O)C1O (stereo unspecified)
  A: / | B: / | C: -21%&6%&37%[59 µM] | D: 5% | E: -8%&-10%&2%&2% | F: / | G: -3%[19.4 µM] | H: / | I: -3%&-6%&0%&-1%

O=C(O/N=C1\CCCc2ccccc21)c1cccc(Cl)c1
  A: -20% | B: 5% | C: 66%[activator] | D: -6% | E: 6% | F: 3% | G: -7% | H: 66%[activator] | I: 5%

CCC(C)C1NC(=O)C(CCNCS(=O)(=O)O)NC(=O)C(NC(=O)C(CCNCS(=O)(=O)O)NC(=O)C(NC(=O)C(CCNCS(=O)(=O)O)NC(=O)CCCCC(C)C)C(C)O)CCNC(=O)C(C(C)O)NC(=O)C(CCNCS(=O)(=O)O)NC(=O)C(CCNCS(=O)(=O)O)NC(=O)C(C(C)CC)NC1=O (stereo unspecified)
  A: / | B: / | C: -6%[2.33 µM] | D: 33%[activator] | E: ? | F: / | G: ? | H: / | I: /

O=C(CCc1ccccn1)N1CCCC(Nc2cccc(F)c2)C1 (stereo unspecified)
  A: -3% | B: 14% | C: 10% | D: -1% | E: -12% | F: 28% | G: -3% | H: -3% | I: -4%

COc1ccc(NC(=O)c2ccc3c(=O)n4c(nc3c2)CCCCC4)cc1
  A: -19% | B: 3% | C: / | D: -2% | E: 3% | F: 20% | G: -22% | H: -3% | I: -22%

COc1ccc(Cl)cc1NC(=S)NCCN1CCOCC1
  A: -11% | B: 6% | C: / | D: 2% | E: -9% | F: 18% | G: -13% | H: -11% | I: 16%

COC(=O)c1cccc(/C=N/NC(N)=S)c1O
  A: -6% | B: -5% | C: -1% | D: 1% | E: 72%[activator] | F: -8% | G: 1% | H: 4.5µM* | I: -4%

CC1Cc2ccccc2N1C(=O)CO/N=C/c1ccc(OC(F)F)cc1 (stereo unspecified)
  A: -13% | B: 13% | C: 22%[59 µM] | D: -7% | E: ? | F: -5% | G: -5% | H: 0% | I: -4%

COc1ccccc1-c1noc(-c2ccc(N(C)Cc3ccccc3)c([N+](=O)[O-])c2)n1
  A: -2% | B: ? | C: ? | D: -8% | E: -9% | F: ? | G: -14% | H: -13% | I: /

COc1ccc(CCNCc2cc3ccc(C)cc3[nH]c2=O)cc1OC
  A: 8% | B: ? | C: -3% | D: 1% | E: 6% | F: -2% | G: 6% | H: 3% | I: 26%

CC(=O)c1c(C)[nH]c(C(=O)COc2ccc3c(C)cc(=O)oc3c2)c1C
  A: -18% | B: / | C: -3%[12.7 µM] | D: / | E: / | F: 27% | G: 7% | H: 8% | I: 28%

COC(=O)c1ccc(OCC2c3cc(OC)c(OC)cc3CCN2C(=O)c2ccccc2F)cc1 (stereo unspecified)
  A: -16% | B: 16% | C: 1%[59 µM] | D: -6% | E: -2% | F: -3% | G: -4%[60.1 µM] | H: -27% | I: /

Cc1oc2ccc(O)cc2c1C(=O)c1ccc(Cl)cc1
  A: -12% | B: 0% | C: 3%[59 µM] | D: -9% | E: ? | F: 0% | G: -5% | H: -7% | I: 13%

O=C(NCCCN1CCN(c2cccc(Cl)c2)CC1)C1(S(=O)(=O)c2ccc(Cl)cc2)CC1
  A: -10% | B: -27% | C: -28%[59 µM] | D: -2% | E: ? | F: 12% | G: -6% | H: -28% | I: 3%

COc1cc(C(=O)Nc2ccc3c(c2)N(C2CCCC2)C(=O)c2ccccc2S3)cc(OC)c1OC
  A: 5% | B: 0% | C: 0%[59 µM] | D: -6% | E: -8% | F: 8% | G: -2%[60.1 µM] | H: -11% | I: /

Cc1cccc(CN2CCN(C(=O)c3cccc4ccccc34)CC2)c1
  A: ? | B: -22% | C: 23%[0.501 µM] | D: -1% | E: -6% | F: 146%[activator] | G: -7% | H: 56µM* | I: 2%

CCC(C(=O)NC1CCCC1)N(C(=O)Cn1nnc(-c2ccc(OC)c(OC)c2)n1)c1cccc(O)c1 (stereo unspecified)
  A: -11% | B: ? | C: 8% | D: -7% | E: -13% | F: 27% | G: -6% | H: -14% | I: 46%

O=C(Cn1ncc2c3ccccc3n(Cc3ccc(Cl)cc3)c2c1=O)NCc1cccs1
  A: -2% | B: 0% | C: -2%[59 µM] | D: -3% | E: -6% | F: 8% | G: -10% | H: -5% | I: /

COc1ccc(S(=O)(=O)N2CCC(C(=O)NCc3ccccn3)CC2)cc1C
  A: -8% | B: -10% | C: -3%[59 µM] | D: -3% | E: 0% | F: 0% | G: -14% | H: -2% | I: 0%

O=S(=O)(Nn1cnnc1)c1ccccc1Cl
  A: -18% | B: -22% | C: ? | D: 2% | E: -1% | F: -2% | G: -3% | H: -3% | I: 1%

CC(C)[C@H](NC(=O)OCc1ccccc1)C(=O)OCc1cc(=O)oc2cc(O)ccc12
  A: -7% | B: 26% | C: 18% | D: -3% | E: -7% | F: -1% | G: -4% | H: -13% | I: -8%

COc1ccc(S(=O)(=O)NCCC(=O)OCC(=O)c2ccc[nH]2)cc1[N+](=O)[O-]
  A: -7% | B: / | C: -11%[2.33 µM] | D: / | E: / | F: ? | G: -6% | H: ? | I: -39%

O=C(Nc1ccc(N2CCN(C(=O)c3ccco3)CC2)cc1)c1ccc2c(c1)OCO2
  A: -8% | B: -4% | C: -10%[59 µM] | D: 3% | E: 99%[activator] | F: 15% | G: -8% | H: 9% | I: 11%

Cc1cccc(NC(=O)C2CCCN2S(=O)(=O)c2ccc(F)cc2)c1C (stereo unspecified)
  A: -9% | B: -17% | C: -35%[12.7 µM] | D: -1% | E: -14% | F: 0% | G: 2% | H: -19% | I: 2%

CCc1ccc(Nc2ccc(S(=O)(=O)N3CCOCC3)cc2[N+](=O)[O-])cc1
  A: -6% | B: 14% | C: 28µM* | D: 0% | E: -21% | F: 15% | G: -10% | H: 11µM* | I: -1%

COc1ccc(C(=O)NC(=S)NNC(=O)c2c(-c3ccccc3)noc2C)cc1
  A: -10% | B: -7% | C: 5.6µM* | D: 0% | E: -6% | F: 16% | G: -16% | H: 3% | I: 1%

CC(Sc1nnc(Nc2ccccc2)s1)C(=O)Nc1nc(-c2ccccc2)cs1 (stereo unspecified)
  A: -23% | B: -11% | C: ? | D: -8% | E: -2% | F: 2% | G: -3% | H: -22% | I: 8%

NS(=O)(=O)c1ccc(NC(=O)CCC(=O)c2ccc(Cl)s2)cc1
  A: -7% | B: 21% | C: 5% | D: 1% | E: 3% | F: 15% | G: 5% | H: 0% | I: 5%

Clc1ccc2[nH]c3c(c2c1)CNCC3
  A: -5% | B: 3% | C: ? | D: 3% | E: -1% | F: 105%[activator] | G: -7% | H: ? | I: 6%
